High-throughput results deposited in PubChem by National Center for Advancing Translational Sciences (NCATS).
TRHR agonist: qHTS for Small Molecule Agonists and Allosteric Enhancers of Human TRH Receptor: Primary Screen for Agonists; actives 0.18% (n = 360,000); activation, % at 2 µM; Thyrotropin-releasing hormone receptor (Homo sapiens), P34981; TRHR cells, calcium flux fluo-8, FDSS agonist mode; in the data active means activation above about 30%; further: 0% is about no effect
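Steps: seed TRHR cells overnight; add fluo-8 no-wash Ca dye, RT 30 min–1.5 h; record 10 s baseline; pin-transfer compounds; monitor fluorescence 1 cycle/s for the agonist window. Calcium increases flag candidate agonists.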
Pin1 inh: qHTS Assay to Find Inhibitors of Pin1 | Peptidyl-prolyl cis-trans isomerase NIMA-interacting 1 (Homo sapiens), Q13526 | Pin1 FP peptide displacement, HiFluor488, 10 min | Potency, µM (titrated, usually from 115 µM), for the others: at the highest dose activity, negative = inhibition, hits mostly inhibitors | actives 0.009% (n = 390,000) | AID 504891, 2011; active means well fitted inhibition curve with a large enough effect in the polarisation, with a control signal flat, not every such curve was filed as active; inconclusive means small, poorly fitted or top-dose-only effect, or effect the other way, or a change in a side signal; inactive means no such curve, though single readings can be large or run the other way; the % refers to the polarisation; further: potency means the concentration at half of the fitted maximal effect; on the % scale 0 is the no-effect control and ±100 the full control effect
Target sequence (Q13526 whole entry, looked up): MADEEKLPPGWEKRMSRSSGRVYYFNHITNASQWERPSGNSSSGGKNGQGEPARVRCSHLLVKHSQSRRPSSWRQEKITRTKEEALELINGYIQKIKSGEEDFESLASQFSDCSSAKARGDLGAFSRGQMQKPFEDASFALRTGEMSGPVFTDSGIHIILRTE
TRHR PAM: qHTS for Small Molecule Agonists and Allosteric Enhancers of Human TRH Receptor: Primary Screen for Enhancers | AID 493056, 2011 | enhancement, % at 2 µM | TRHR cells, fluo-8 calcium fluorescence, EC20 TRH enhancement | actives 0.66% (n = 360,000) | Thyrotropin-releasing hormone receptor (Homo sapiens), P34981; in the data active means enhancement above about 30%; further: 0% is about no effect
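TRHR-expressing cells loaded with fluo-8 calcium dye were read kinetically (ex 480/em 530) during compound addition, then stimulated with an EC20 of TRH (10 nM final). Enhancement of the Gq-mediated intracellular calcium response was scored.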
D2 antag: HTS Assay for Allosteric Antagonists of the Human D2 Dopamine Receptor: Primary Screen for Antagonists. HEK293 TREx D2 cells, calcium flux, dopamine EC80. inhibition, % at 10 µM. actives 2% (n = 340,000). AID 485344, 2010; in the data active means inhibition above about 30%; further: 0% is about no effect
Target sequence (P14416 whole entry, looked up): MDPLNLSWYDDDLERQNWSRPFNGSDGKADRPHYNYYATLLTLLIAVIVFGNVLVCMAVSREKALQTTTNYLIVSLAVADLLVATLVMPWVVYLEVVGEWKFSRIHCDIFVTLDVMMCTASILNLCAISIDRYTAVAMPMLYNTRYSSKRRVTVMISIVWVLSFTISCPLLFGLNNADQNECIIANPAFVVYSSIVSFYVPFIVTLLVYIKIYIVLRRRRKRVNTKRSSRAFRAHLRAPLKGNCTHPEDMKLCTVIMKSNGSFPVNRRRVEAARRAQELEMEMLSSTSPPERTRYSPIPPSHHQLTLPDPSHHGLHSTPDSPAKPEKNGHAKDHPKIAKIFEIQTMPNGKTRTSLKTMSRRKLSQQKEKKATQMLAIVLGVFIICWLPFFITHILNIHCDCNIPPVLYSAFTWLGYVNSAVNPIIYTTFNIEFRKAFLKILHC
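Calcium mobilization kinetics were recorded at 1 s intervals in tetracycline-induced HEK293 T-REx D2 cells, first for 180 s after compound addition and then 180 s after EC80 dopamine.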
IDH1 R132H inh: qHTS for Inhibitors of mutant isocitrate dehydrogenase 1 (IDH1): qHTS; IDH1-R132H enzyme, NADPH consumption, diaphorase/resazurin fluorescence; Potency, µM (doses to about 76.6 µM), inactives show at the highest dose activity change, negative = inhibition, usual class: inhibitors; actives 0.093% (n = 390,000); further: potency means the concentration at half of the fitted maximal effect; on the % scale 0 is the no-effect control and ±100 the full control effect; nearly all actives have a fitted effect of over 65% in size
Target sequence (O75874 whole entry R132H, stated change not applied): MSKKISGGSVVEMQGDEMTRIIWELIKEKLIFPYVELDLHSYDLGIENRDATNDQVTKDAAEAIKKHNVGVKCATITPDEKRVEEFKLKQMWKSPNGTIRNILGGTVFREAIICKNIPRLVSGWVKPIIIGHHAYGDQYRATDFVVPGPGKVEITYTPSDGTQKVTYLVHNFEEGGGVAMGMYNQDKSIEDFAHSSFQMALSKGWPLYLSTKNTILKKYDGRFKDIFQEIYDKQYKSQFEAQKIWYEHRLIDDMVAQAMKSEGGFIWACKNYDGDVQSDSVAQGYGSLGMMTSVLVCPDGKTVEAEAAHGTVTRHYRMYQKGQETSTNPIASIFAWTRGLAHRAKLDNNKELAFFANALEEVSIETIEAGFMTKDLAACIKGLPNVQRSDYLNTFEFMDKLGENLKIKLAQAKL
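IDH1-R132H (0.5 ug/mL) preincubated 30 min with compound, then NADPH (0.016 mM) and alpha-KG (2 mM) added; 80 min at RT, pH 7.5. Remaining NADPH coupled via diaphorase/resazurin to fluorescence (540/590 nm); concentration-response curves normalized to no-enzyme control.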
D2 agonist: HTS Assay for Allosteric Agonists of the Human D2 Dopamine Receptor: Primary Screen for Agonists. HEK293 T-REx D2 cells, calcium flux agonist mode. activation, % at 2 µM. AID 485358, 2010. actives 0.53% (n = 340,000);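 active means activation over 3 SD above normal in the single-dose calcium agonist read, cut at about 30% in these data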; further: 0% is about no effect
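Tetracycline-induced HEK293 T-REx cells with force-coupled D2 receptor, plated overnight at 30 C, loaded with no-wash calcium dye. After a 10 s baseline, compound was pin-added and calcium flux read kinetically for 180 s; calcium rises flagged agonists.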
TrxR1 substrate: qHTS Assay for Substrates of Mammalian Selenoprotein Thioredoxin Reductase 1 (TrxR1): qHTS | Thioredoxin reductase 1, cytoplasmic (Rattus norvegicus), O89049 | actives 0.01% (n = 390,000) | AID 588456, 2011 | purified TrxR1 substrate turnover, NADPH consumption readout | Potency, µM (titrated, usually from 114 µM), without a hit: at the top dose activity change, negative = substrate turnover; further: potency means the concentration at half of the fitted maximal effect; on the % scale 0 is the no-effect control and ±100 the full control effect; nearly all actives have a fitted effect of over 50% in size
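Rat TrxR1, dispensed at 90 nM, was prereduced with 400 uM NADPH (final) for 5 min at ~22 deg C, then incubated with compound 15 min before 400 uM selenite. A first-read NADPH fluorescence drop versus no-compound background flagged substrates.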
USP1-UAF1 inh: Inhibitors of USP1/UAF1: Primary Screen; actives 0.23% (n = 390,000); AID 743255, 2014; Ubiquitin carboxyl-terminal hydrolase 1 (Homo sapiens), O94782; recombinant USP1/UAF1, Ub-Rhodamine cleavage fluorescence; Potency, µM (top dose mostly 57.1 µM), inactives show at the top dose activity change, negative = inhibition, actives largely listed as inhibitors; further: potency means the concentration at half of the fitted maximal effect; on the % scale 0 is the no-effect control and ±100 the full control effect; nearly all actives have a fitted effect of over 60% in size; inactives centre near -12
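High-throughput fluorogenic screen: 1nM USP1/UAF1 complex, Ub-Rho substrate 150nM final, 50mM HEPES pH 7.8 with 0.5mM EDTA, 0.1 mg/ml BSA, 1mM TCEP and 0.01% Tween-20.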
TrxR1 inh: qHTS Assay for Inhibitors of Mammalian Selenoprotein Thioredoxin Reductase 1 (TrxR1): qHTS | Thioredoxin reductase 1, cytoplasmic (Rattus norvegicus), O89049 | recombinant rTrxR1, NADPH fluorescence consumption, selenite substrate | Potency, µM (top dose mostly 114 µM), for the others: at the highest dose activity change, negative = inhibition, hits mostly inhibitors | actives 1% (n = 390,000) | AID 588453, 2011; further: potency means the concentration at half of the fitted maximal effect; on the % scale 0 is the no-effect control and ±100 the full control effect; nearly all actives have a fitted effect of over 65% in size
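Rat TrxR1 (90 nM in the dispensed reagent) was pre-reduced with 400 uM NADPH for 5 min at room temperature, then incubated with compound for 15 min. After 400 uM selenite was added, NADPH fluorescence (Ex 340/Em 450 nm) was followed for 8 min.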
Starred values were filed as active, the others as inactive; ? = inconclusive; . = not tested or not shown; & = joins results of further samples; [ ] = remark or other dose. Unless noted, the call rests on the fitted dose curve; in most records, active means well fitted inhibition curve with a large enough effect; inconclusive means small, poorly fitted or top-dose-only effect; inactive means no such curve, though single readings can be large or run the other way. Only part of the results is shown (hit frequency here may not be typical).

Value order – TRHR agonist	Pin1 inh	TRHR PAM	D2 antag	IDH1 R132H inh	D2 agonist	TrxR1 substrate	USP1-UAF1 inh	TrxR1 inh
#1 Cc1ccc(S(=O)(=O)c2nc(-c3ccccc3)oc2NCc2cccnc2)cc1
  -0.3	-6%	28	2	9%	-0.6	2%	-19%	-1%
#2 O=C(Nc1ncc(Cc2ccccc2)s1)C1COc2ccccc2O1 (configuration not stated)
  1.1	-14%	2	10	2%	0.4	-5%	-3%	1%
#3 CC(C)N(C(=O)[C@H]1C[C@H](CC(=O)NCc2ccco2)C(=O)N2CCc3c([nH]c4ccc(Cl)cc34)[C@]12C)C(C)C
  .	23%	.	.	-10%	.	-10%	-14%	-13%
#4 CCc1ccccc1N1C(=O)C2C3C=CC(CC3)C2C1=O (configuration not stated)
  0.7	-7%	2	-30	-1%	1.8	4%	-19%	17%
#5 O=C(O)CCCCCCCCc1cn(CN2C(=O)c3ccccc3C2=O)nn1
  0.8	14%	-5	.	-5%	.	13%[57.1 µM]	19%	45%&10%[activator]
#6 COc1ccc(OC)c(/C=C2\SC(N3CCCC(C)C3)=NC2=O)c1 (configuration not stated)
  -1.1	15%	13	-16	7%	-1.4	-7%	-19%	2%
#7 CN(Cc1ccccc1F)C(=O)C1CCCN(C(=O)c2ccc(Cl)cc2)C1 (configuration not stated)
  -0.6	3%	6	-2	-8%	-0.8	-7%	-10%	-1%
#8 COc1ccc(-n2c(SCc3ccccn3)nc3c(c2=O)SCC3)cc1OC
  -0.6	9%	-3	7	1%	-1.1	-8%	-5%	0%
#9 CCc1ccc(-c2cc(C)no2)cc1S(=O)(=O)N1CCN(c2ccc(F)cc2)CC1
  1.4	5%	8	36*	-6%	0.8	-17%	-8%	-26%
#10 Cc1ccc(-c2nc(CS(=O)(=O)CC(=O)NCc3ccc(Cl)cc3)c(C)o2)cc1
  -0.3	2%	7	.	-4%	0.4	10%	-5%	26%
#11 CCS(=O)(=O)N1Cc2ccccc2CC1C(=O)N(C)CC(=O)Nc1ccc(OC)cc1 (configuration not stated)
  -0.4	5%	8	8	-5%	-1.1	4%	-11%	12%
#12 CCCS(=O)(=O)N1CCC(C(=O)NCc2ccccc2Cl)CC1
  0.1	-6%	5	-10	-3%	1.0	-5%	-14%	-6%
#13 Cc1ccc(C)c(N2CCN(C(=O)c3noc4c3CCCCC4)CC2)c1
  2.4	3%	-9	.	13%	-2.1	-5%	-17%	25%
#14 Cc1ccc(N2C(=O)NC(NC(=O)c3ccc(Cl)cc3)(C(F)(F)F)C2=O)cc1 (configuration not stated)
  0.2	-8%	4	-7	-1%	0.5	-3%[57.1 µM]	-14%	-11%[57.1 µM]
#15 Cc1cc(C)cc(NC(=O)NCCc2c(C)nn(C)c2C)c1
  0.2	0%	-4	.	-13%	0.8	11%[57.1 µM]	?	25%[57.1 µM]
#16 COc1ccc(C2=C(CN(C)C)C(c3ccccc3)c3ccccc3O2)cc1 (configuration not stated)
  -0.5&-0.4	-1%	14&10	-1&-22	1%	0.1&-1.1	6%[57.1 µM]	-12%	0%[57.1 µM]
#17 COC(=O)c1ccc(NC(=O)c2cccc(N3C(=O)CCC3=O)c2)cc1
  0.3	0%	-10	-8	8%	-0.5	6%	-17%	22%
#18 CCCCn1c(C)cc(C)c(S(=O)(=O)c2ccccc2C)c1=O
  -0.4	-7%	23	-6	8%	1.1	-5%[57.1 µM]	-21%	-3%[57.1 µM]
#19 O=c1[nH]c(COc2ccccc2)nc2ccccc12
  0.0	-1%	-1	1	3%	0.7	-3%	-2%	1%[57.1 µM]
#20 COc1cc2c(cc1OC)C(c1cccs1)CC(=O)N2 (configuration not stated)
  0.0	0%	0	-7	5%	0.6	5%	-16%	12%
#21 COCCNC(=O)/C(C#N)=C/c1c(F)cccc1Cl
  0.0	-1%	-2	-4	9%	0.4	2%[57.1 µM]	-4%	-15%[57.1 µM]
#22 Cc1cc(C)c2c(CC(=O)Nc3ccc(S(=O)(=O)Nc4ncccn4)cc3)coc2c1
  -0.1	-1%	-1	.	1%	-1.0	3%	-10%	19%
#23 C=CCN1CN(S(=O)(=O)c2cccs2)c2nc3ccccc3nc21
  0.3	?	3	8	2%	-0.4	64%[activator]	-17%	-14%
#24 O=[N+]([O-])c1cc(S(=O)(=O)N2CCCC2)ccc1N/N=C/c1cccs1
  -0.2	2%	6	-2	3%	-0.3	-14%	-12%	-21%
#25 CCCn1c(N)c(C(=O)CSc2ncnc3sccc23)c(=O)n(C)c1=O
  0.4	7%	-1	-6	7%	0.0	-5%	-16%	-9%
#26 COc1ccc(OC)c(C(=O)NC(CC(N)=O)c2ccc(N3CCC(Cc4ccccc4)CC3)c([N+](=O)[O-])c2)c1 (configuration not stated)
  0.1	0%	11	-10	4%	-0.2	6%	-17%	11%[57.1 µM]
#27 Nc1nnc(SCC(=O)NCCOc2ccccc2)s1
  -0.2	4%	17	-12	5%	-0.5	6%	-20%	15%
#28 O=C1O/C(=C/c2ccccc2)c2ccccc21
  -0.3	-9%	-3	-2	7%	-1.2	11%	-25%	5%
#29 OC1CCN(c2c3c(nc4cc(-c5ccc(F)cc5)nn24)CCC3)CC1
  0.0	-9%	-8	3	-3%	-0.3	1%[57.1 µM]	-10%	-5%[57.1 µM]
#30 Cc1ccc(C)c(N(C)C(=O)C2CCN(c3ncnc4c3nc3n4CCCCC3)CC2)c1
  -0.9	2%	2	.	15%	-0.9	-3%	-11%	-6%
#31 CC(C)C(NC(=O)Nc1ccccc1)C(=O)Nc1cccc(S(=O)(=O)N(C)C)c1 (configuration not stated)
  -1.1	2%	7	-8	18%	-0.1	9%[57.1 µM]	-22%	14%[57.1 µM]
#32 CCOc1c(Cl)cc(CNCC(C)C)cc1Cl
  .	5%	.	.	-2%	.	-8%	-7%	-7%
#33 Cc1onc(-c2ccccc2)c1C(=O)c1c[nH]c(C(=O)NCc2ccccn2)c1
  0.1	-11%	-1	18	13%	1.6	4%[57.1 µM]	-6%	-53%
#34 COc1ccccc1NS(=O)(=O)c1cc(C(=O)N2CCCC2)ccc1C
  -0.2	0%	-1	2	0%	0.9	4%	-15%	21%
#35 N#CC1C(=N)Cc2ccccc2-c2ccccc21 (configuration not stated)
  .	-7%	.	.	2%	.	7%	-22%	17%
#36 S=C(NCc1ccncc1)Nc1cc(Cl)cc(Cl)c1
  1.4	11%	4	-7	0%	2.0	-7%	-10%	-7%
#37 CN(CC(=O)Nc1cccc(F)c1)C(=O)c1ccc(OCc2cn3ccccc3n2)cc1
  .	13%	.	.	0%	.	10%	-12%	23%
#38 CCCN(CCC)C(=O)Cn1c(SCc2cccc(F)c2)nc2cccnc21
  0.3	0%	-25	.	-1%	-0.6	9%	-2%	10%
#39 CN(CC(=O)Nc1cccc(F)c1)C(=O)c1cccnc1Sc1ccc(Cl)cc1
  -0.7	-2%	-7	16	11%	0.1	-7%	-17%	8%
#40 C=CCn1cccc(C(=O)Nc2cc(OC)ccc2OC)c1=O
  -0.8	3%	18	-7	-3%	0.5	-11%	-21%	9%[57.1 µM]
#41 COc1ccc(NC(=O)CN2C(=O)COc3ccc(S(=O)(=O)N4CCOCC4)cc32)c(OC)c1
  -0.1	-7%	-2	-8	4%	-0.1	-2%	-7%	23%
#42 CCC(CC)NC(=O)CSc1ccc(S(=O)(=O)N2CCOCC2)cn1
  0.3	-9%	-2	17	-4%	0.2	0%	-5%	3%
#43 O=C(OCC(=O)N1CCN(C(=O)COC(=O)c2ccccc2NCCO)CC1)c1ccccc1NCCO
  .	2%	.	.	7%	.	344%[activator]	-19%	-17%

Pulled one by one from the entries so far:
Value order – TRHR agonist	Pin1 inh	TRHR PAM	D2 antag	IDH1 R132H inh	D2 agonist	TrxR1 substrate	USP1-UAF1 inh	TrxR1 inh
#31 CC(C)C(NC(=O)Nc1ccccc1)C(=O)Nc1cccc(S(=O)(=O)N(C)C)c1 (configuration not stated)
  -1.1	2%	7	-8	18%	-0.1	9%[57.1 µM]	-22%	14%[57.1 µM]
#36 S=C(NCc1ccncc1)Nc1cc(Cl)cc(Cl)c1
  1.4	11%	4	-7	0%	2.0	-7%	-10%	-7%
